# Compound activity (PubChem)
# HKDC1 inhibitor = inhibitors of human hexokinase HKDC1 | Q2TB90 | recombinant HKDC1, G6PDH/diaphorase resazurin coupled fluorescence | inhibition, % at 20 µM | 340,000 tested, 0.16% active;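 active means inhibition above about 35% when tested at 20 µM, limit read from the data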;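 further: plate controls were DMSO wells with enzyme for no effect and DMSO wells lacking enzyme for full effect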
# Target sequence (Q2TB90 whole entry, looked up): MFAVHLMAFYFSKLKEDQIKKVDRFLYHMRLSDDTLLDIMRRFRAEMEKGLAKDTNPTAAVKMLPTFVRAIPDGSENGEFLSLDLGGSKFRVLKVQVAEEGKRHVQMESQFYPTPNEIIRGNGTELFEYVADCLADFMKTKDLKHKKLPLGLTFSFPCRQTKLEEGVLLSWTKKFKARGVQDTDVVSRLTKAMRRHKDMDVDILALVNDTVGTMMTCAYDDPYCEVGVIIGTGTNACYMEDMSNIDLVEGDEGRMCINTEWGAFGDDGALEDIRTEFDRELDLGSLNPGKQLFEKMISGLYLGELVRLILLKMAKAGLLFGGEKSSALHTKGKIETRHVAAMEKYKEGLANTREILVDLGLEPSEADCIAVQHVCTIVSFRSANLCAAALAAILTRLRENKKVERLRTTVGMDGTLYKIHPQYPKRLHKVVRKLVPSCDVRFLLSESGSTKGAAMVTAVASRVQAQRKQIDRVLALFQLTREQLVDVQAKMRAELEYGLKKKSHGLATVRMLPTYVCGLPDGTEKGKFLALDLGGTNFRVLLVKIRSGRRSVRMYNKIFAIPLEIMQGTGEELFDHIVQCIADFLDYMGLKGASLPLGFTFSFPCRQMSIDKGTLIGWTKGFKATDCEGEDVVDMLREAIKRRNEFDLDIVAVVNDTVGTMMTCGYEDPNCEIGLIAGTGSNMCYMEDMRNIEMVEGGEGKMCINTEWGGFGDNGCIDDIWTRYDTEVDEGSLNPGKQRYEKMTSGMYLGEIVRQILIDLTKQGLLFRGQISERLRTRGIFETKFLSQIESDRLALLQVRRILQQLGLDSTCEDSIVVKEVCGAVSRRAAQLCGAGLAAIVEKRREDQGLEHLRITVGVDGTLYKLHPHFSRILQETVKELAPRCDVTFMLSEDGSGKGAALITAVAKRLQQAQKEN
#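 Test system: recombinant HKDC1 (HK5) hexokinase enzyme, produced in-house; Amount: enzyme 5 µg/mL final; Buffer or medium: Tris pH 8.0 buffer with MgCl2, Tween-20, BSA, BME; Reagent: glucose and ATP substrates; Doses: 20 µM test compound, 1% DMSO; Incubation: 90 min reaction incubation at room temperature, dark; Detection: resorufin fluorescence at 613 nm.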
# Gli-Sufu block = blocks Gli-Sufu signaling in a luciferase reporter; Sufu-KO-LIGHT fibroblasts, Gli luciferase reporter luminescence; inhibition, % at 5 µM; 340,000 tested, 0.74% active;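 active means inhibition above about 55%, limit read from the data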;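 further: 0% = DMSO-treated cells and 100% = wells with medium but no cells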
# Numbers without * were called inactive. A portion of the library; count on the stated rates, not on these rows.
# Under each structure: HKDC1 inhibitor | Gli-Sufu block
Cc1ccc(C)c(S(=O)(=O)N(C)c2ccc(OC(=O)C3CCN(C(=O)Nc4ccccc4)CC3)cc2)c1
→ 0 | 1
Cc1ccc(S(=O)(=O)Nc2cc(C)cc(CCNC=O)c2C)cc1
→ -8 | 5
COc1ccc(C(CNC(=O)c2cccc(S(=O)(=O)Nc3ccc(F)cc3)c2)N2CCCCC2)cc1 (configuration not stated)
→ -5 | 3
CC1Cc2ccccc2N1C(=O)CSc1nnc(Cc2ccccc2)n1CCc1ccccc1 (configuration not stated)
→ 7 | 19
C=CC#CC[N+]1(CC#Cc2ccccc2)CCOCC1
→ 34 | -8
COC(=O)/C=C/c1ccc(OC(=O)OC)c(OC(=O)OC)c1
→ -11 | 20
CC(=NNC(=O)c1ccncc1)c1ccccc1O
→ -1 | 9
COc1ccc(C(c2nnnn2C2CCCC2)N2CCc3ccccc3C2)cc1OC (configuration not stated)
→ 5 | 11
C(C#CCN1CCOCC1)#CCN1CCOCC1
→ -5 | -12
CCc1ccc2[nH]c(=O)c(CN(Cc3ccc(OC)cc3)Cc3nnnn3CCOC)cc2c1
→ 8 | 35
CC(=O)Nc1ccc(S(=O)(=O)NC2(c3ccccc3)C(=O)N(C)C(=O)N(C)C2=O)cc1
→ -9 | -6
COc1ccc(-c2ccc(/C=C3/C(=N)N4C=CSC4=NC3=O)o2)c([N+](=O)[O-])c1
→ 0 | 1
O=C(O)c1cccc(N/N=C/c2ccc(-c3ccccc3)cc2)c1
→ -3 | -326
Cc1ccc(NS(=O)(=O)c2ccc3oc(=O)ccc3c2)cc1Cl
→ -3 | 10
Nc1nc(-c2ccco2)nn1C(=O)c1ccccc1Cl
→ -4 | -2
O=C(Nc1cccc(C(=O)N2CCCC2)c1)C1CCCC1
→ -1 | 4
CCOC(=O)C1(CCCc2ccccc2)CCN(C2CCSCC2)CC1
→ -8 | 28
C=CCn1c(SCC(=O)Nc2ccc(-c3nc4ccc(C)cc4s3)cc2)nnc1-c1ccccc1
→ -5 | -136
COc1cccc2nc3c(C(=O)NCCN(C)C)cccc3cc12
→ 17 | 70*
CCCCCCCCCCCCCCCC(=O)OCC1OC(n2ccc(N)nc2=O)C(O)C1O (configuration not stated)
→ -8 | 33

# Full records, looked up by structure.
# Entry for Cc1ccc(S(=O)(=O)Nc2cc(C)cc(CCNC=O)c2C)cc1 = HKDC1 inhibitor: -8; Gli-Sufu block: 5
# Entry for O=C(Nc1cccc(C(=O)N2CCCC2)c1)C1CCCC1 = HKDC1 inhibitor: -1; Gli-Sufu block: 4

# Other structures follow.
# Under each structure: HKDC1 inhibitor | Gli-Sufu block
CCN(C(=O)COC(=O)C1CCC(C(C)(C)C)CC1)c1c(N)n(Cc2ccccc2)c(=O)[nH]c1=O (configuration not stated)
→ -11 | 0
CCc1c(N)nc(N)nc1Nc1ccccc1Cl
→ -3 | 8
CCN1/C(=C\C=C2\C(=O)N(c3ccccc3)C(=S)N2C)Sc2ccccc21
→ 4 | 14
CCOc1ccc2c(c1)n([O-])c1c([n+]2=O)CCCC1
→ 7 | -3
CCOC(=O)N/N=C/c1ccc(Oc2ccccc2)cc1
→ -1 | -46
CC1CCCCN1N=Nc1nc2c([nH]1)c(=O)n(C)c(=O)n2C (configuration not stated)
→ -3 | 14
Cc1ccc(-n2nc(C)c3c2C(Br)C(C)(C)CC3=O)nc1 (configuration not stated)
→ -2 | -13
CCCCn1cnc2c(SCCc3ccccc3)nc(N)nc21
→ -4 | 3
COc1ccc(CCNC(=O)c2ccc(-c3ccc([N+](=O)[O-])cc3)o2)cc1OC
→ 17 | 1
Oc1ccc(C[C@H]2CNC(=S)N2CC2CCCN2C[C@H](Cc2ccc(O)cc2)N2C[C@H](Cc3ccccc3)N(CCc3ccccc3)C2=S)cc1 (some centres not stated)
→ 1 | 19
CN1CCN(CCCNC(=O)c2ccc(/C=C3\Sc4ccccc4N(Cc4ccc(F)cc4)C3=O)cc2)CC1
→ 8 | 8
Cc1ccc2nc(-c3ccc(NC(=S)NCC(C)(C)CN(C)C)cc3)sc2c1
→ -2 | -87
CCOC(=O)c1c(C)oc2c1c(C=NCCO)c(O)c1ccccc12
→ 22 | -4
Cc1cccc(C(=O)Oc2ccccc2/C=N/Nc2ccc([N+](=O)[O-])cc2)c1
→ 0 | 1
Nc1nc(N)nc(C2C=CCCC2)n1 (configuration not stated)
→ 0 | -14
C=CCNC(=O)/C(C#N)=C\c1cc(Cl)c(O)c(OCC)c1
→ 8 | 1
CCCCCCc1c(O)nc(SCC(=O)O)[nH]c1=O
→ -1 | -2
COc1cccc(/C(O)=C/c2nc3ccc(C(=O)NCCc4ccc(Cl)cc4)cc3[nH]c2=O)c1
→ -1 | 0
O=C(O)C1C2CC3OC(=O)C1C3C2 (configuration not stated)
→ -4 | -4
CCN(C(=O)COC(=O)CCCc1nc2ccccc2s1)c1c(N)n(Cc2ccccc2)c(=O)[nH]c1=O
→ -4 | -4

# More records
# Under each structure: HKDC1 inhibitor | Gli-Sufu block
CCOC(=O)C1(CCCc2ccccc2)CCN(C(=O)C2=C(C)OCCO2)CC1
→ -2 | 9
CC12CCC3c4cc(CN5CCOCC5)c(O)cc4CCC3C1CCC2=O (configuration not stated)
→ -4 | -8
COc1cc(Cl)c(C)cc1NC(=O)c1ccccc1NC(=O)CN1CCN(c2ccccn2)CC1
→ -4 | 7
CCN1C(=O)/C(=c2\o/c(=C3\C=Cc4ccccc4N3CC)c(=O)n2CC)SC1=S
→ -7 | 5
NC(=S)N=Nc1ccc(O)cc1
→ -8 | 1
N/C(=N\OS(=O)(=O)c1ccc(Cl)cc1)c1cccnc1
→ -8 | -6
Nc1ccc2c(c1)OC1(CCCCC1)O2
→ 4 | 7
CCCCC(=O)OCC(=O)C1(O)Cc2c(O)c3c(c(O)c2C(OC2CC(NC(=O)C(F)(F)F)C(O)C(C)O2)C1)C(=O)c1c(OC)cccc1C3=O (configuration not stated)
→ -11 | 39
CCc1ccc(-c2cc(N)n(-c3ccccc3)n2)cc1
→ -1 | -77
COc1cc2c(cc1CNC[C@H]1O[C@@H](n3cnc(C(N)=O)n3)[C@H](O)[C@@H]1O)OCO2
→ -4 | -1
COC(=O)c1nc(NC(=O)c2ccc(F)cc2)n[nH]1
→ -2 | -1
CN1N=C(C(=O)N=c2sc3ccccc3n2C)CCC1=O
→ -9 | -7
O=C(Nc1cccc(C(=O)N2CCCC2)c1)C1CCC1
→ -4 | -1
COCCn1c(N)c(N(Cc2ccccc2)C(=O)c2ccc(N3CCCC3=O)cc2)c(=O)[nH]c1=O
→ 0 | -2
CN(C(=O)c1ccc(NC(=O)Cc2ccc(NC(=O)C3CCN(C(=O)C4CCCCC4)CC3)cc2)cc1)C1CCCC1
→ -2 | 0
COc1ccc(/C=C(/NC(=O)c2ccccc2)C(=O)N/N=C/c2ccc3c(c2)OCO3)cc1OC
→ 1 | 84*
S=C(Cc1ccccc1)N1CCOCC1
→ -10 | 7
O=C1CC[C@@H]2CC3(C[C@@H]4CCN1[C@H]24)Nc1cc(Cl)ccc1NC3=NC1CCCCC1 (some centres not stated)
→ 6 | 30
Cc1ccc(S(=O)(=O)N2CCC(C(=O)N3CCCCCCC3)CC2)cc1
→ -4 | 3
O=C(Cc1cccc(NC(=O)C2CCCN(C(=O)C3CCCC3)C2)c1)Nc1ccc(C(=O)N2CCCCC2)cc1 (configuration not stated)
→ -1 | 6

# The list continues:
# Under each structure: HKDC1 inhibitor | Gli-Sufu block
NS(=O)(=O)c1ccc(N=Nc2ccc(=O)[nH]c2O)cc1
→ 26 | 9
O=C(COC(=O)c1n[nH]c(=O)c2ccccc12)Nc1cccc(S(=O)(=O)N2CCOCC2)c1
→ -3 | -7
C#CCOc1ccc(C2C3=C(COC3=O)Nc3cc4c(cc32)OCO4)cc1OC (configuration not stated)
→ -2 | -19
O=C(Cn1ccc(=O)[nH]c1=O)Nc1ccc(O)c([N+](=O)[O-])c1
→ 2 | -17
CCC1(CC)CNC(=O)NC1=O
→ -7 | 1
O=C(Nc1cc(S(=O)(=O)N2CCCCC2)ccc1Cl)c1ccccc1NS(=O)(=O)c1ccc(F)cc1
→ 23 | 51
O=S(=O)(c1ccc(F)cc1)N1CCN(CC(O)COCc2ccccc2)CC1 (configuration not stated)
→ -6 | 7
Cc1csc(NC(=O)CSc2nc3[nH]c(=O)cc(O)c3s2)n1
→ 5 | 9
c1ccc(-c2cnn3c(-c4ccccc4)c(-c4ccccc4)nc3n2)cc1
→ 1 | -6
COc1cc(/C=C/C(=O)Nc2ccc(S(=O)(=O)Nc3onc(C)c3C)cc2)cc(OC)c1OC
→ -2 | -3
Oc1ccc(-n2nnnc2SCc2c(F)cccc2Cl)cc1
→ 6 | 1
O=C(Nc1cc(C(F)(F)F)ccc1Cl)C1CCN(c2nnc(-n3cccc3)s2)CC1
→ -6 | -9
O=C(O)c1ccc(NC2(C(=O)O)CCCC2)cc1
→ 3 | -2
O=C(c1noc2c1CCCCC2)N1CCN(C(c2ccccc2)c2ccccc2)CC1
→ -2 | 14
COc1ccc2sc(/C=C/c3ccccc3O)[n+](C)c2c1
→ -12 | 14
COC(=O)[C@H](Cc1c[nH]c2ccccc12)NCc1cccc(B(O)O)c1
→ -3 | -10
Cc1ccc2nc(NC(=S)NC(=O)c3ccco3)sc2c1
→ 2 | -76
CNc1ccc(Br)cc(C(=O)/C=C/c2cccc(Cl)c2Cl)c1=O
→ 23 | -4
Cc1[nH][nH]c(=O)c1C(c1cc([N+](=O)[O-])ccc1O)c1c(C)[nH][nH]c1=O
→ -8 | 11
Cc1ccccc1NC(=O)c1ccc(NC(=O)C2CC(=O)OC23CCCCC3)cc1 (configuration not stated)
→ -8 | 0

# Following part
# Under each structure: HKDC1 inhibitor | Gli-Sufu block
O=C(NN=Cc1ccccc1)c1ccccc1
→ -6 | -59
CC(=O)Nc1cc2c(cc1Cl)Cc1cc(Cl)ccc1-2
→ -3 | 5
Cn1ncc2c(Nc3ccc([N+](=O)[O-])cc3)nc(Cl)nc21
→ 2 | 30
CCCCC1(C2CCCC2)NC(=O)NC1=O (configuration not stated)
→ -6 | 2
CN(C(=O)c1cccc(NC(=O)Cc2ccc(NC(=O)C3CCCN(C(=O)C4CC4)C3)cc2)c1)C1CCC1 (configuration not stated)
→ -4 | 2
COc1cc(OCc2ccccc2)c(OC)c(OCc2ccccc2)c1
→ 10 | 1
COc1ccccc1N1CCN(C(=O)[C@H](C)NS(=O)(=O)c2ccc3c(c2)OCCCO3)CC1
→ -7 | 2
COc1ccc(C(=O)OCCN2C(=O)c3ccccc3C2=O)cc1OC
→ 3 | 5
Cc1cc(O)c2c(c1)C(=O)[C@@]13Oc4c5c(c(O)c6c(O)cc(C)cc46)C(=O)C[C@H](O)[C@H]5[C@@H]1[C@@H](O)CC(=O)C3=C2O
→ 18 | -10
COc1ccccc1NS(=O)(=O)c1cc(NC(=O)c2ccc(NC(C)=O)cc2)ccc1N1CCOCC1
→ -2 | 21
CC(C)CC(=NNC(=O)c1ccncc1)c1cc(Cl)ccc1O
→ -36 | 30
O=C(Oc1ccccc1)c1ccccc1
→ -4 | 12
CN(CC(=O)Nc1ccccc1Br)C(=O)c1ccccc1Sc1ccccc1C#N
→ -4 | 6
NC(=O)c1ncn([C@@H]2O[C@H](CNC(=O)[C@H](N)CSCc3ccccc3)[C@@H](O)[C@H]2O)n1
→ -7 | -2
NC(=O)NC1(C(=O)O)CCCC1
→ -2 | -19
C#CCOCCOCCOCCNc1nc(N2CCN(C(=O)[C@H]([C@@H](C)CC)n3cc(CCCN=C(N)N)nn3)CC2)nc(N2CCN(C(=O)[C@H]([C@@H](C)CC)n3cc(CCC(=O)O)nn3)CC2)n1
→ -1 | 2
COC(=O)[C@H](CO)N1C(=O)[C@@H]2[C@H](C1=O)C1C=C[C@H]2C1
→ 1 | -3
CN(CC(=O)Nc1c(Cl)cccc1Cl)C(=O)c1ccc(NS(=O)(=O)c2ccc3[nH]c(=O)[nH]c3c2)cc1
→ -5 | -4
COc1ccc2cc(-c3cc(C(=O)OCC(=O)Nc4c(C)n(C)n(-c5ccccc5)c4=O)c4ccccc4n3)ccc2c1
→ 0 | -81
Nc1nc(N)c(N=Nc2ccccc2)c(=O)[nH]1
→ -3 | 2

# Following part:
# Under each structure: HKDC1 inhibitor | Gli-Sufu block
CC1(C)CCCN(C(=O)c2coc(=O)c(Br)c2)C1
→ 31 | -34
CC(C)C[C@H]1CNC(=S)N1CC1CCCN1C[C@H](Cc1ccc(O)cc1)N1C[C@H](Cc2ccccc2)N(CC2CCCCC2)C1=S (some centres not stated)
→ -7 | 22
CN(CCc1ccccc1)C(=O)c1ccc(NC(=O)Cc2ccc(NC(=O)C3CCCN(C(=O)c4ccccc4)C3)cc2)cc1 (configuration not stated)
→ 2 | -3
Cc1ccc(CC2(OCCN(C)C)CCC(C(C)(C)C)CC2)cc1 (configuration not stated)
→ 0 | -8
Cc1ccc(C2=C(O)C(=O)C(c3ccc(C)cc3)=C(O)C2=O)cc1
→ -7 | -8
COc1ccccc1NC(=O)CSC1=NCCN1
→ -13 | -35
CC(=O)NC1CC2CCCC(C1)N2C(=O)Nc1cccc(C)c1 (configuration not stated)
→ -5 | -16
CCN(C(=O)COC(=O)/C(C#N)=C/c1cc(C)n(CCOC)c1C)c1c(N)n(Cc2ccccc2)c(=O)[nH]c1=O
→ -4 | 31
O=C(c1ccccc1)C1CC=CCC1C(=O)c1ccccc1 (configuration not stated)
→ 1 | 16
CCOC(=O)C1=CN(CC)CCC1=O
→ 0 | -4
O=C(c1ccco1)N1CCN(c2ncnc3c2[nH]c2ccc(Br)cc23)CC1
→ 5 | -6
Cc1ccc(-c2cc(C(=O)NCc3cn(C)nc3C)c3cc(Br)ccc3n2)cc1
→ -4 | -24
CCOC(=O)C1CCN(C(=O)C(C)N(c2ccc(Oc3ccccc3)cc2)S(C)(=O)=O)CC1 (configuration not stated)
→ -7 | 12
